From PubChem
H1N1 NS1A inhibition = H1N1 influenza NS1A inhibitors, functional cell based assay (AID 504329); NS1A functional cell-based assay, percent inhibition; higher % means a stronger effect; inhibition, % at 12.5 µM; hits with a dose series show IC50 in µM; 340,000 tested, 0.3% active; in the data active means a potency from the dose series; inconclusive means inhibition above about 27% without an active follow-up result; further: strong numbers were not always called active
Salmonella PhoP GFP = PhoP regulon inhibitors, Salmonella typhi PhoP promoter GFP reporter, confirmatory (AID 1850). one-dose inhibition, % at 50 µM; IC50 in µM for titrated hits. Salmonella Typhi PhoP-promoter GFP reporter, fluorescence, 4 h; higher % means a stronger effect. 310,000 tested, 0.33% active; in the data active means a potency from the dose series; inconclusive means inhibition mostly from about 25% at the one dose, without a potency; inactive means the rest, 99 in 100 with inhibition below about 19%;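 further: 0% = induced wells with vehicle and 100% = uninduced wells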
inhibitors of VEEV = inhibitors of VEEV TC-83 cytopathic effect, confirmation, Vero cells (AID 588727). Vero cells, VEEV TC-83 cytopathic effect inhibition; higher % means a stronger effect. inhibition, % at 20 µM; hits with a dose series show IC50 in µM. 350,000 tested, 0.13% active; in the data active means a potency from the dose series; inconclusive means inhibition mostly from about 14% at the one dose, without a potency; inactive means the rest, 99 in 100 with inhibition below about 12%; further: strong numbers were not always called active
H37Rv inhibition = M. tuberculosis growth inhibition, HTS (AID 449762) | M. tuberculosis H37Rv growth inhibition, 7H9 media; higher % means a stronger effect | one-dose inhibition, % at 25 µM; IC50 in µM for titrated hits | 330,000 tested, 0.59% active; in the data active means a potency from the dose series; inconclusive means inhibition above about 70% without an active follow-up result;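 further: bacterial growth assessed after seven days of incubation; strong numbers were not always called active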
M. tuberculosis = growth inhibition of non-replicating M. tuberculosis (AID 488890). 320,000 tested, 0.39% active. Mycobacterium tuberculosis non-replicating, growth inhibition; higher % means a stronger effect. one-dose inhibition, % at 25 µM; IC50 in µM for titrated hits; in the data active means a potency from the dose series; inconclusive means inhibition mostly from about 82% at the one dose, without a potency; inactive means the rest, 99 in 100 with inhibition below about 76%;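 further: plate controls were DMSO cells for no effect and high antibiotic wells for full effect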
Numbers without * were called inactive. This is a random part of the collection; 1.4% or so of the library scored in one or more.

Results for CC(C)c1ccc(C(=O)NN2CCOCC2)cc1 ?
H1N1 NS1A inhibition: -14%; Salmonella PhoP GFP: -11%; inhibitors of VEEV: 0.3%; H37Rv inhibition: -6%; M. tuberculosis: -14%

Results for O=S(=O)(NC1CCCCC1)c1ccc(Cl)s1 ?
H1N1 NS1A inhibition: -9%; Salmonella PhoP GFP: 6%; inhibitors of VEEV: 0.7%; H37Rv inhibition: 7%; M. tuberculosis: 25%

How did Cc1cc(C(=O)COc2ccc(C#N)cc2)c(C)n1C1CC1 do in these assays?
H1N1 NS1A inhibition: -14%; Salmonella PhoP GFP: 2%; inhibitors of VEEV: 1.2%; H37Rv inhibition: 68%; M. tuberculosis: 18%

What do the screens show for `CCCC(=O)Nc1nc2nc(-c3ccccc3)cc(=O)n2[nH]1`?
H1N1 NS1A inhibition: 1%; Salmonella PhoP GFP: -30%; inhibitors of VEEV: 1.2%; H37Rv inhibition: -7%; M. tuberculosis: 9%

Results for O=C(CCS(=O)(=O)c1ccccc1)Nc1nnc(C(F)(F)F)s1 ?
H1N1 NS1A inhibition: 3%; Salmonella PhoP GFP: 5%; inhibitors of VEEV: 23%; H37Rv inhibition: -9%; M. tuberculosis: inconclusive

How did COc1ccc2c(c1)c(CC(=O)NCc1cc([N+](=O)[O-])ccc1O)c(C)n2C(=O)c1ccc(Cl)cc1 do in these assays?
H1N1 NS1A inhibition: -11%; Salmonella PhoP GFP: -8%; inhibitors of VEEV: 7.4%; H37Rv inhibition: -7%; M. tuberculosis: 8%

What do the screens show for `CN(Cc1ccccc1)C(=O)CC(c1ccccc1)c1cc(Cl)ccc1O` (stereo not drawn)?
H1N1 NS1A inhibition: 21%; Salmonella PhoP GFP: 9%; inhibitors of VEEV: inactive; H37Rv inhibition: -4%; M. tuberculosis: 14%

Results for COc1ccc(C(CNC(=O)c2cccn2C)N2CCOCC2)cc1 (stereo not drawn) ?
H1N1 NS1A inhibition: -5%; inhibitors of VEEV: 0.2%; H37Rv inhibition: 3%; M. tuberculosis: -1%

How did Cc1ccc(C)c2nc(Cl)c(C3NC(=O)c4ccccc4N3)cc12 (stereo not drawn) do in these assays?
H1N1 NS1A inhibition: -7%; Salmonella PhoP GFP: -3%; inhibitors of VEEV: 1.2%; H37Rv inhibition: 25%; M. tuberculosis: 28%

Results for c1ccc(Cn2nnc3c(N4CCCC4)ncnc32)cc1 ?
H1N1 NS1A inhibition: -3%; Salmonella PhoP GFP: -8%; inhibitors of VEEV: inactive; H37Rv inhibition: 2%; M. tuberculosis: 33%

How did CC1=NN(c2ccc([N+](=O)[O-])cc2)C(c2ccccc2)C1 (stereo not drawn) do in these assays?
H1N1 NS1A inhibition: 3%; Salmonella PhoP GFP: -7%; inhibitors of VEEV: 0.5%; H37Rv inhibition: -5%; M. tuberculosis: 43%

Results for CN1C/C(=N\S(=O)(=O)c2ccccc2)N(C)C1=O ?
H1N1 NS1A inhibition: -20%; Salmonella PhoP GFP: -1%; inhibitors of VEEV: inactive; H37Rv inhibition: 38%; M. tuberculosis: 16%

Results for O=C(COc1ccc(F)cc1Br)N1CCc2ccccc21 ?
H1N1 NS1A inhibition: -3%; Salmonella PhoP GFP: 0%; inhibitors of VEEV: 0.8%; H37Rv inhibition: 7%; M. tuberculosis: 12%

Results for Cn1cc(S(=O)(=O)Nc2ccc(Cl)cc2Cl)c(=O)n(C)c1=O ?
H1N1 NS1A inhibition: 6%; Salmonella PhoP GFP: -1%; inhibitors of VEEV: inactive; H37Rv inhibition: -2%; M. tuberculosis: -9%

What do the screens show for `C=CCn1c(SCC(=O)c2ccc(O)c(O)c2)nnc1-c1ccc(C)cc1`?
H1N1 NS1A inhibition: -16%; inhibitors of VEEV: 1.1%; H37Rv inhibition: 6%; M. tuberculosis: 49%

How did Cn1cccc1Cc1nnc(SCC(N)=O)n1CCc1ccccc1 do in these assays?
H1N1 NS1A inhibition: 4%; Salmonella PhoP GFP: -8%; inhibitors of VEEV: inactive; H37Rv inhibition: -7%; M. tuberculosis: 18%

Results for C=C(CN(C)C)C(=O)c1ccc(OC2OC(COC(C)=O)C(OC(C)=O)C(OC(C)=O)C2OC(C)=O)cc1 (stereo not drawn) ?
H1N1 NS1A inhibition: 5%; inhibitors of VEEV: inconclusive

Results for C#CCOCCOCCOCCNc1nc(N2CCOCC2)nc(N2CCN(C(=O)[C@H](Cc3ccc(O)cc3)n3cc([C@@H](N)C(C)CC)nn3)CC2)n1 (stereo partly drawn) ?
H1N1 NS1A inhibition: 4%; Salmonella PhoP GFP: -15%; inhibitors of VEEV: 3.4%; H37Rv inhibition: -3%; M. tuberculosis: 8%

Results for O=C(CNC(=O)Cc1ccccc1)NCc1cccc(C(F)(F)F)c1 ?
H1N1 NS1A inhibition: 0%; Salmonella PhoP GFP: 14%; inhibitors of VEEV: inactive; H37Rv inhibition: 5%; M. tuberculosis: -3%

Results for O=C(c1ccc(=O)[nH]n1)N1CCc2ccccc2C1 ?
H1N1 NS1A inhibition: 2%; Salmonella PhoP GFP: 11%; inhibitors of VEEV: 13%; H37Rv inhibition: 6%; M. tuberculosis: 4%

Entries listed so far with an aryl thioether with sulfur outside any ring:
What do the screens show for `C=CCn1c(SCC(=O)c2ccc(O)c(O)c2)nnc1-c1ccc(C)cc1`?
H1N1 NS1A inhibition: -16%; inhibitors of VEEV: 1.1%; H37Rv inhibition: 6%; M. tuberculosis: 49%

How did Cn1cccc1Cc1nnc(SCC(N)=O)n1CCc1ccccc1 do in these assays?
H1N1 NS1A inhibition: 4%; Salmonella PhoP GFP: -8%; inhibitors of VEEV: inactive; H37Rv inhibition: -7%; M. tuberculosis: 18%

The listing picks up, starting 2 compounds before the break.
Results for O=C(CNC(=O)Cc1ccccc1)NCc1cccc(C(F)(F)F)c1 ?
H1N1 NS1A inhibition: 0%; Salmonella PhoP GFP: 14%; inhibitors of VEEV: inactive; H37Rv inhibition: 5%; M. tuberculosis: -3%

Results for O=C(c1ccc(=O)[nH]n1)N1CCc2ccccc2C1 ?
H1N1 NS1A inhibition: 2%; Salmonella PhoP GFP: 11%; inhibitors of VEEV: 13%; H37Rv inhibition: 6%; M. tuberculosis: 4%

Results for CCN(CC(=O)Nc1cc(OC)ccc1OC)Cc1nc2ccccc2c(=O)[nH]1 ?
H1N1 NS1A inhibition: -2%; Salmonella PhoP GFP: -2%; inhibitors of VEEV: 0.8%; H37Rv inhibition: -11%; M. tuberculosis: 13%

How did CCNc1nc(NCC)n2c(SCC(=O)Nc3ccccc3[N+](=O)[O-])nnc2n1 do in these assays?
H1N1 NS1A inhibition: 5%; Salmonella PhoP GFP: -2%; inhibitors of VEEV: inactive; H37Rv inhibition: 6%; M. tuberculosis: 34%

Results for O=C(COC(=O)/C=C/c1ccccc1)NCc1ccc(Cl)cc1 ?
H1N1 NS1A inhibition: -5%; Salmonella PhoP GFP: 0%; inhibitors of VEEV: 0.4%; H37Rv inhibition: 7%; M. tuberculosis: 56%

What do the screens show for `CCOC(=O)[C@H]1[C@H]2COc3cc(OC)ccc3[C@@H]2N2C(=O)c3ccc(F)cc3NC(=O)[C@@]12C`?
H1N1 NS1A inhibition: -13%; Salmonella PhoP GFP: -3%; inhibitors of VEEV: 8.4%; H37Rv inhibition: 11%; M. tuberculosis: 21%

What do the screens show for `O=C(Nc1nnc(-c2ccccc2Cl)o1)c1cccnc1`?
H1N1 NS1A inhibition: 3%; Salmonella PhoP GFP: 1%; inhibitors of VEEV: 2.0%; H37Rv inhibition: inconclusive; M. tuberculosis: inactive

Results for CCN(CC)CCNC(=O)c1ccc2c(c1)ncn2C1CCCCC1 ?
H1N1 NS1A inhibition: -15%; Salmonella PhoP GFP: -8%; inhibitors of VEEV: 1.3%; H37Rv inhibition: 2%; M. tuberculosis: -10%

Results for CC1SC(=S)N(c2ccc(N(C)C)cc2)C1=O (stereo not drawn) ?
H1N1 NS1A inhibition: 21%; Salmonella PhoP GFP: 2%; inhibitors of VEEV: inactive; H37Rv inhibition: 3%; M. tuberculosis: 48%

How did Nc1no[n+]([O-])c1-c1ccccc1 do in these assays?
H1N1 NS1A inhibition: -9%; Salmonella PhoP GFP: 4%; inhibitors of VEEV: 2.3%; H37Rv inhibition: 1%; M. tuberculosis: -21%

What do the screens show for `COc1ccc(N2CCN(C(=O)COc3ccc4c(C)c(C)c(=O)oc4c3C)CC2)cc1`?
H1N1 NS1A inhibition: -1%; Salmonella PhoP GFP: -2%; inhibitors of VEEV: 1.2%; H37Rv inhibition: 1%; M. tuberculosis: 5%

How did Cc1ccc2nsnc2c1S(=O)(=O)N1CCCC1C(=O)O (stereo not drawn) do in these assays?
H1N1 NS1A inhibition: 0%; Salmonella PhoP GFP: -4%; inhibitors of VEEV: 0.1%; H37Rv inhibition: 2%; M. tuberculosis: 0%

Results for O=C(CSc1ncnc2c1cnn2Cc1ccccc1)Nc1ccc2c(c1)OCCO2 ?
H1N1 NS1A inhibition: -13%; Salmonella PhoP GFP: 20%; inhibitors of VEEV: 2.8%; H37Rv inhibition: 67%; M. tuberculosis: 58%

What do the screens show for `O=C(Cn1c(=O)oc2cc(S(=O)(=O)N3CCCC3)ccc21)N1CCN(c2ccccc2F)CC1`?
H1N1 NS1A inhibition: -2%; Salmonella PhoP GFP: 28%; inhibitors of VEEV: 9.7%; H37Rv inhibition: 7%

How did O=C(c1ccco1)N1CCN(C(=O)C2(S(=O)(=O)c3ccc(Cl)cc3)CC2)CC1 do in these assays?
H1N1 NS1A inhibition: -1%; Salmonella PhoP GFP: 0%; inhibitors of VEEV: 1.4%; H37Rv inhibition: -1%; M. tuberculosis: 3%

Results for COc1ccc(OC)c(NC(=O)c2cc3ccccc3o2)c1 ?
H1N1 NS1A inhibition: 13%; Salmonella PhoP GFP: -1%; inhibitors of VEEV: 2.2%; H37Rv inhibition: -4%; M. tuberculosis: 16%

Results for CCCCNC(=O)CSc1nc2ccccc2c(=O)n1CC1COc2ccccc2O1 (stereo not drawn) ?
H1N1 NS1A inhibition: 4%; Salmonella PhoP GFP: 7%; inhibitors of VEEV: 2.6%; H37Rv inhibition: 3%; M. tuberculosis: -1%

How did CCOc1nc(-c2ccccc2)ccc1-c1noc(COc2ccccc2)n1 do in these assays?
H1N1 NS1A inhibition: -15%; Salmonella PhoP GFP: -3%; inhibitors of VEEV: 2.5%; H37Rv inhibition: 22%; M. tuberculosis: 22%

How did COC(=O)c1c(NC(=O)COC(=O)c2ccccn2)sc(C)c1C do in these assays?
H1N1 NS1A inhibition: 7%; Salmonella PhoP GFP: -5%; inhibitors of VEEV: 9.2%; H37Rv inhibition: 1%; M. tuberculosis: 67%

What do the screens show for `O=C(CCN1C(=O)C2C3CC(C(Br)C3Br)C2C1=O)OCC(=O)c1cccc([N+](=O)[O-])c1` (stereo not drawn)?
H1N1 NS1A inhibition: 8%; Salmonella PhoP GFP: -18%; inhibitors of VEEV: 3.4%; H37Rv inhibition: 2%; M. tuberculosis: 13%

What do the screens show for `O=C(CCc1nc2ccccc2c(=O)[nH]1)NCC(=O)Nc1ccc(F)c(F)c1`?
H1N1 NS1A inhibition: -1%; Salmonella PhoP GFP: 0%; inhibitors of VEEV: 1.7%; H37Rv inhibition: 5%; M. tuberculosis: -7%

How did CCc1ccc(CNC(=O)CCCC(=O)n2nc(C)c3ccccc32)cc1 do in these assays?
H1N1 NS1A inhibition: 4%; Salmonella PhoP GFP: -14%; inhibitors of VEEV: inactive; H37Rv inhibition: 0%; M. tuberculosis: -4%

Results for CCOc1ccc(NC(=O)C(=O)NCCN2CCN(S(=O)(=O)c3ccc(C)cc3)CC2)cc1 ?
H1N1 NS1A inhibition: 3%; Salmonella PhoP GFP: 2%; inhibitors of VEEV: 0.7%; H37Rv inhibition: -4%; M. tuberculosis: -9%

Results for O=S(=O)(c1cc(Cl)cc(Cl)c1)N1CCC2CC1c1cc(Cl)ccc12 (stereo not drawn) ?
H1N1 NS1A inhibition: -15%; inhibitors of VEEV: 1.5%

What do the screens show for `CN1CCc2c(sc(NC(=O)c3ccc(C(=O)c4ccccc4)cc3)c2C(N)=O)C1`?
H1N1 NS1A inhibition: 16%; Salmonella PhoP GFP: -12%; inhibitors of VEEV: 0.4%; H37Rv inhibition: 1%; M. tuberculosis: -13%

What do the screens show for `Cc1cccc(NC(=O)COC(=O)c2cccs2)c1C`?
H1N1 NS1A inhibition: -14%; Salmonella PhoP GFP: -12%; inhibitors of VEEV: inactive; H37Rv inhibition: 1%; M. tuberculosis: 58%

What do the screens show for `CC(C)(C)c1nn(-c2ccccc2)c2nc(Cl)c(C=O)cc12`?
H1N1 NS1A inhibition: -2%; Salmonella PhoP GFP: 6%; inhibitors of VEEV: 0.1%; H37Rv inhibition: 15%; M. tuberculosis: -13%

How did O=C(CNC(=O)c1ccccc1F)OCCCOC(=O)CNC(=O)c1ccccc1F do in these assays?
H1N1 NS1A inhibition: -6%; Salmonella PhoP GFP: -2%; inhibitors of VEEV: 2.5%; H37Rv inhibition: -7%; M. tuberculosis: -17%
